From PubChem
ATG4B inhibitor = blocks human ATG4B protease cleavage of LC3 substrate. ATG4B cleavage of LC3-PLA2, NBD-HPC fluorescence, 1 h. inhibition, % at 8.33 µM. hit rate 0.51% among 340,000; in the data active means inhibition above about 40%
Target sequence (Q9Y4P1 whole entry, looked up): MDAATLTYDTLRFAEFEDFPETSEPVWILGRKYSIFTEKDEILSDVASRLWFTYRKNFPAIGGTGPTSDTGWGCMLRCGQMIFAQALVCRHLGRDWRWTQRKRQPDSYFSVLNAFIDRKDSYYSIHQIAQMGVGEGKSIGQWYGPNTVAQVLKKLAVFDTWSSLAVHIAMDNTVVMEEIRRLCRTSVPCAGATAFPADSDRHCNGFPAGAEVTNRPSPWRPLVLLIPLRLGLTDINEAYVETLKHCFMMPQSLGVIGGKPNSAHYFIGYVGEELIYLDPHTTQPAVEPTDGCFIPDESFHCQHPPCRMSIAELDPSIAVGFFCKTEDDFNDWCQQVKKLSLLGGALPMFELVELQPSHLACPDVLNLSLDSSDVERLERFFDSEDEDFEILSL
SENP7 block = SENP7 protease inhibition; recombinant SENP7, Z-RLRGG-aminoluciferin luminescence, 40 min; inhibition, % at 5 µM; hit rate 1.5% among 330,000;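 active means inhibition above about 50% at the single test dose, limit read from the data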;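 further: plate controls were DMSO with enzyme for no effect and no enzyme buffer wells for full effect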
SENP6 block = blocks the human protease SENP6; hit rate 1.8% among 330,000; Recombinant SENP6 catalytic domain, aminoluciferin luminescence; AID 2599; inhibition, % at 10 µM; Q9GZR1;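 active means inhibition above about 50% at the single tested dose, limit read from the data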;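 further: plate controls were DMSO wells with enzyme for no effect and DMSO wells lacking enzyme for full effect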
Target sequence (Q9GZR1 628-1112 limits assumed): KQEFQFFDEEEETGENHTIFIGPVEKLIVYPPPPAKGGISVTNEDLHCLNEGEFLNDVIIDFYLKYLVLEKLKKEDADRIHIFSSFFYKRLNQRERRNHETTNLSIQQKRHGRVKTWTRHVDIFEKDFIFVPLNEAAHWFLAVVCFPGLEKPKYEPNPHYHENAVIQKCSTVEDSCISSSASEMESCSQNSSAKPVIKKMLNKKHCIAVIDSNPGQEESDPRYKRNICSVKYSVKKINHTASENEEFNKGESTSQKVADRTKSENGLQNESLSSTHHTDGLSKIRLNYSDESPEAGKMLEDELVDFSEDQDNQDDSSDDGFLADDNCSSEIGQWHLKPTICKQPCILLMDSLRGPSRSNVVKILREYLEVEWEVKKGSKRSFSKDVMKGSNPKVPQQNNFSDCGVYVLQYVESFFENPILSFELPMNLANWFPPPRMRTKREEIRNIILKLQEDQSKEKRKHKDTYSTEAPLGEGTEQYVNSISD
HKDC1 inhibitor = inhibitors of human hexokinase HKDC1; Q2TB90; recombinant HKDC1, G6PDH/diaphorase resazurin coupled fluorescence; inhibition, % at 20 µM; hit rate 0.16% among 340,000;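 active means inhibition above about 35% when tested at 20 µM, limit read from the data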;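 further: plate controls were DMSO wells with enzyme for no effect and DMSO wells lacking enzyme for full effect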
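Incubation: 90 min at room temperature in dark / Material: recombinant HKDC1 (HK5) hexokinase enzyme, produced in-house / Quantity: enzyme 5 µg/mL final / Compound: one dose of 20 µM, 1% DMSO / Reagent: glucose and ATP substrates / Buffer or medium: Tris pH 8.0 buffer with MgCl2, Tween-20, BSA, BME / Technique: resorufin fluorescence at 613 nm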
PfG6PD inh = PfG6PD (Plasmodium falciparum) enzyme inhibition | AID 504690 | PfGluPho enzyme, NADPH resazurin-diaphorase fluorescence | inhibition, % at 20 µM | hit rate 0.78% among 350,000;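 active means inhibition reaching at least a set limit at 20 µM in the primary screen, cut at about 59% in these data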;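 further: 0% = DMSO wells with substrate and 100% = DMSO wells lacking glucose-6-phosphate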
SENP8 block = inhibitors of human SENP8 protease; inhibition, % at 20 µM; Q96LD8; hit rate 0.64% among 360,000; recombinant SENP8, Nedd8 substrate fluorescence; AID 602440; in the data active means inhibition mostly above about 40%, no sharp cut-off; inactive means mostly below about 27%
MPTP block = blocks calcium-induced mitochondrial swelling; isolated mouse mitochondria, Ca2+ swelling absorbance, 30 min; inhibition, % at 10 µM; hit rate 1.4% among 360,000; AID 602449;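 active means inhibition of 50% or more, scaled per plate between neutral and stimulator controls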;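 further: 0% = DMSO wells given calcium and 100% = 1 mM EGTA wells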
GRIN3A LBD mod = modulates the human NR3A ligand-binding domain. AID 1259313. Tm shift relative to glycine control, % at 25 µM. hit rate 2.5% among 340,000. NR3A LBD differential scanning fluorimetry, Tm shift; 0% = protein alone, 100% = glycine-bound protein;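 active means melting temperature shift of at least 10% of the positive control shift, at one fixed dose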
* = called active by the depositor; x = not tested or not shown.

Sequence of screens – ATG4B inhibitor	SENP7 block	SENP6 block	HKDC1 inhibitor	PfG6PD inh	SENP8 block	MPTP block	GRIN3A LBD mod
CCNC(=S)N/N=C/c1cccc(C)c1
 : -7.6	16.1	16.8	-4.0	4.2	17.3	-0.8	-9.7
COc1ccc(/C=C2\CCc3ccccc3C2=O)cc1CN1CCOCC1
 : 10.4	0.1	-13.1	14.2	3.1	14.4	1.7	-0.1
CCN1C(=O)C(C)S/C1=N\S(=O)(=O)c1ccc(Cl)s1 (configuration not stated)
 : -1.2	9.2	1.2	-3.7	-10.9	25.2	0.3	-2.3
O=S(=O)(NCC1CCCO1)c1ccc(-c2ccc(Cl)cc2)cc1 (configuration not stated)
 : -3.5	4.8	1.2	-5.0	19.1	-0.6	2.4	-1.4
CCN(CC(=O)Nc1ccccc1OC)C(=O)COc1ccc2ccccc2c1
 : -12.8	-5.3	-5.6	1.8	22.6	8.1	0.4	0.8
CCOC(=O)N1CCC(NC(=O)C2CCCN(Cc3nc(-c4cccc(Cl)c4)oc3C)C2)CC1 (configuration not stated)
 : -2.8	2.9	-12.0	1.3	-8.7	14.6	94.4*	-1.2
O=C(N/N=C/c1ccccn1)c1ccncc1
 : 2.0	5.4	13.1	-0.7	-4.5	15.4	0.1	0.4
Cc1nn(C)c(Oc2cccc(Cl)c2)c1C#N
 : -3.0	-5.7	-10.9	-12.1	-32.0	15.9	1.2	-1.2
Cc1cccc2c1cnn2C(=O)CCC(=O)NC1CCCCC1
 : -7.3	2.6	1.7	-3.6	-4.8	-0.7	1.6	-0.2
CCn1c(SCC(=O)Nc2cc(OC)ccc2OC)nc2c(c1=O)SCC2
 : 0.0	-8.8	12.5	-2.8	-33.6	4.2	-1.3	0.5
O=C(CN1CCN(c2ccccc2)CC1)Nc1ccc2c(c1)CCC2
 : 6.5	-2.5	2.3	2.9	-15.2	12.9	-1.8	-5.2
CC(=O)Nc1ccc(NC(=O)Cn2cnc(S(=O)(=O)N3CCOCC3)c2)cc1
 : -1.0	7.2	11.1	2.3	-14.0	-2.2	-2.2	-0.8
CCCCCCn1c(COc2ccccc2F)nnc1SCC(=O)N1c2ccccc2NC(=O)C1(C)C
 : 10.0	6.3	14.4	-2.1	25.8	2.6	-3.0	-17.8
CC1(C(=O)O)CCC(C(=O)NNC(=O)c2ccccc2Cl)C1(C)C (configuration not stated)
 : -8.5	-0.2	-4.3	2.5	7.0	17.4	1.4	0.9
Cc1ccc(C(=O)NCC2CCCO2)cc1N1CCCC1=O (configuration not stated)
 : 2.0	3.8	-15.5	-3.2	-20.7	16.3	16.6	0.7
Cc1ccc(NS(=O)(=O)c2ccc(NC(=O)c3cccc(NC(=O)C(C)C)c3)cc2)cc1
 : -20.8	-3.3	-6.3	3.1	5.4	-6.6	1.9	18.4*
CC(C)Cc1cc(C(=O)NCCc2ccccc2)no1
 : -11.8	7.8	13.0	-4.2	7.1	2.7	1.3	0.2
Cc1nc(NC(=O)/C=C/c2ccc(F)cc2)sc1C(=O)N(C)C
 : -8.9	-2.8	-10.6	-9.8	12.0	-17.5	-0.4	-1.3
Oc1c(CN2CCCC2)cc(COCc2ccccc2)c2cccnc12
 : -5.0	1.0	-0.4	-26.4	1.4	4.8	-2.0	1.0
Cc1ccc2nc(-c3ccsc3)c(NC3CCCC3)n2c1
 : 1.1	-3.5	1.4	-2.9	19.4	-443.1	4.6	-0.4
Cc1cccc(N2CCN(C(=O)C3CCC(CNS(=O)(=O)c4cccs4)CC3)CC2)c1C (configuration not stated)
 : -6.1	-4.8	-15.9	0.5	15.6	4.1	1.8	-1.7
COC(=O)c1cccc(C(=O)N2CCCC(C(=O)c3cc(F)ccc3F)C2)c1 (configuration not stated)
 : 4.6	4.2	29.2	-3.1	6.0	29.7	1.1	0.7
COC(=O)c1cc(NS(=O)(=O)c2ccc(N3CCCCCC3)c([N+](=O)[O-])c2)cc(C(=O)OC)c1
 : -19.7	-3.5	-10.4	-0.3	-32.6	7.7	1.3	9.3
Cc1cccc(NC(=O)c2ccc3[nH]c(=O)c(=O)[nH]c3c2)n1
 : 2.3	0.3	0.6	2.0	-16.2	-274.4	-1.3	2.4
S=c1[nH]nc(COc2ccccc2)n1/N=C/C(Cl)=C/c1ccccc1
 : 20.6	-3.8	-18.4	8.7	4.8	13.8	17.0	-2.9
CCOC(=O)C(C)NC(=O)c1cn(-c2ccc(OC)cc2)c(=O)c2ccccc12 (configuration not stated)
 : 0.7	-7.4	-8.4	-7.2	-5.9	-16.1	-1.7	-1.7
COc1ccc2nc(N3C(=O)/C(=C/c4ccccc4)NC3=S)sc2c1
 : 8.2	-6.1	-14.5	10.1	-20.1	22.2	22.6	5.7
COc1ccc(/C=C/CN2CCCC(CO)(Cc3cccc(Cl)c3)C2)cc1 (configuration not stated)
 : -5.7	-1.3	13.9	3.6	5.3	15.0	3.1	0.6
Cc1nc2c(ccc3nc(NC(=O)Cc4ccccc4)sc32)s1
 : -16.3	0.3	12.7	3.5	13.4	10.6	1.9	-8.4
CCN(C(=O)CSc1nc2cc(C(=O)O)ccc2c(=O)n1-c1ccccc1F)C1CCS(=O)(=O)C1 (configuration not stated)
 : -4.9	x	x	2.4	-12.8	-22.4	-0.8	1.0
Cc1ccccc1OCCN1CCCC1
 : -4.8	0.2	-9.3	-8.1	7.0	3.8	0.1	0.2
O=c1oc2c(CN3CCOCC3)c(O)c(Cl)cc2c2c1CCCC2
 : -5.1	0.9	4.9	-0.3	-11.8	-421.1	-1.0	1.5
COCCNC(=O)/C(C#N)=C/c1ccc(O)cc1
 : -3.9	81.6*	91.5*	-3.0	0.4	6.9	1.4	-2.3
CCOc1ccc(NC(=O)[C@@H](NC(=O)c2ccccc2)[C@@H](C)CC)cc1
 : -2.4	1.8	22.6	-6.1	-15.8	15.7	4.5	6.6
CCN(CC)c1ccc(NC(=O)CN2CCN(c3ccccn3)CC2)cc1
 : -1.1	7.7	-7.1	-0.3	5.0	16.5	-0.1	1.7
Cc1cccc2sc(NC(=O)CN3C(=O)c4ccccc4C3=O)nc12
 : -8.4	-7.7	1.2	-7.8	25.9	23.0	0.0	1.0
COc1cc(/C=N/NC(=O)c2cccnc2)ccc1OCC(=O)Nc1ccccc1Cl
 : -2.5	-0.3	-9.6	1.3	11.7	-82.3	-0.5	-7.5
O=C(NNC(=O)c1ccccc1F)c1ccc(S(=O)(=O)N2CCCC2)cc1
 : -8.1	5.6	-15.1	-1.1	12.1	8.3	2.1	-1.0
CC(C)C(=O)Nc1cccc(S(=O)(=O)c2cccc(NC(=O)C(C)C)c2)c1
 : -0.5	8.9	8.7	-0.2	8.6	15.0	9.7	-0.2
CCc1nc(NC(=O)c2sc(C)nc2C)sc1C(=O)OC
 : -3.2	3.2	4.5	-3.6	4.5	-69.8	-0.3	-1.1
O=c1[nH]nc(Cc2ccc3ccccc3n2)c2ccccc12
 : -17.4	-2.3	-17.0	-3.5	-15.2	35.1	13.5	2.3
Cc1ccc(C(=O)OCC(=O)N2CCNC2=O)c(C)c1
 : 7.8	-4.7	-10.6	-2.2	-4.5	-5.9	-0.3	0.6
O=C(NCc1ccccc1CN1CCCC1)c1cc2cc(Cl)ccc2o1
 : -6.9	1.2	-10.3	-1.4	6.7	2.0	-2.5	-0.4
Cc1ccc2c(c1)NC(=O)C(CC(=O)NCCCN1CCc3ccccc3C1)O2 (configuration not stated)
 : -4.0	10.8	-5.0	-2.8	35.8	-7.6	-3.8	-2.2
O=C1CCCC2=C1C(c1ccccc1)n1c(s/c(=C/c3cccc(F)c3)c1=O)=N2 (configuration not stated)
 : -2.2	3.5	-8.0	5.0	14.3	-79.7	-3.4	2.8

In the list so far, these contain a COOH group.
Sequence of screens – ATG4B inhibitor	SENP7 block	SENP6 block	HKDC1 inhibitor	PfG6PD inh	SENP8 block	MPTP block	GRIN3A LBD mod
CC1(C(=O)O)CCC(C(=O)NNC(=O)c2ccccc2Cl)C1(C)C (configuration not stated)
 : -8.5	-0.2	-4.3	2.5	7.0	17.4	1.4	0.9
CCN(C(=O)CSc1nc2cc(C(=O)O)ccc2c(=O)n1-c1ccccc1F)C1CCS(=O)(=O)C1 (configuration not stated)
 : -4.9	x	x	2.4	-12.8	-22.4	-0.8	1.0

Next entries follow:
Sequence of screens – ATG4B inhibitor	SENP7 block	SENP6 block	HKDC1 inhibitor	PfG6PD inh	SENP8 block	MPTP block	GRIN3A LBD mod
CCc1nnc(SCc2ccc([N+](=O)[O-])cc2)nc1CC
 : -2.6	-8.0	-10.6	-0.9	-4.3	13.9	-2.3	0.9
CCN(CC)CCCC(C)NC1=NCCCCC1 (configuration not stated)
 : 0.3	-3.0	-14.5	1.1	-19.0	20.5	0.5	3.1
CSCCC(NC(=O)c1ccc([N+](=O)[O-])cc1Cl)C(=O)OCC(=O)NCCCc1ccccc1 (configuration not stated)
 : 27.5	0.4	7.3	-10.3	-2.3	-6.4	4.0	-6.4
CC1CCN(Cc2c(C(=O)N/N=C/c3ccc(OC(C)C)cc3)nnn2-c2nonc2N)CC1
 : -0.3	-12.4	-5.6	2.6	1.7	-13.3	3.9	7.4
Cc1ccc(S(=O)(=O)N(C)c2ccc(C(=O)NCc3cccnc3)cc2)cc1
 : 0.8	14.7	-7.8	-4.8	-9.8	14.8	0.0	-2.1
CC1(c2ccc(NC(=O)c3ccccc3F)cc2)CC1(Cl)Cl (configuration not stated)
 : 56.8*	-1.9	24.7	0.7	29.5	4.7	-0.1	-6.2
Cc1ccc(C)c(N2CCN(C(=O)CCc3nc(-c4ccc(Br)cc4)no3)CC2)c1
 : -1.5	-9.1	x	-0.5	-13.0	4.5	-0.6	17.2*
O=C(NNC(=O)c1ccc(Cl)cc1Cl)c1ccncc1
 : -1.3	3.0	6.4	-7.5	-22.1	10.3	-1.3	1.7
CS(=O)(=O)n1nc(OC(=O)c2cccs2)cc1N
 : 0.9	-5.5	-9.0	-1.2	7.9	-1.3	0.0	-1.0
COc1ccc(OC)c(NC(=O)C2CCCN(S(=O)(=O)c3cccc4cccnc34)C2)c1 (configuration not stated)
 : -13.1	-18.8	-20.4	4.7	4.3	10.7	2.3	0.5
CCOC(=O)C1CCCN(C(=O)/C=C/c2ccc(OC)cc2)C1 (configuration not stated)
 : 8.9	-7.7	-7.8	-10.4	-7.9	6.6	0.9	-3.1
Cc1cccc(NS(=O)(=O)c2cccc(C(=O)N3CCCCCCC3)c2)c1
 : -1.1	-1.1	-14.8	5.9	14.0	12.0	0.7	-5.7
O=C(/C=C/c1ccc2c(c1)OCO2)NCc1ccc(F)cc1
 : 4.3	-2.5	1.2	-8.7	20.4	-142.9	0.7	-2.7
Cc1nc(N)sc1-c1csc(Nc2cccc(O)c2)n1
 : -10.8	5.6	-7.1	-12.5	27.2	-19.5	-1.5	-0.2
O=C(Nc1cccc(C(=O)Nc2ccc(Cl)cn2)c1)c1ccccc1
 : -3.1	9.1	7.8	5.8	-3.3	8.0	-0.3	-7.2
CC(C)n1cnc2cc(NCc3nc4ccccc4n3C)ccc21
 : -10.1	47.3	61.8*	2.8	18.4	-9.9	-0.8	-0.1
O=C(c1ccc2c(c1)[nH]c(=S)n1c3ccccc3nc21)N1CCN(c2ncccn2)CC1
 : 2.5	-1.3	-5.5	2.4	-33.5	-42.4	2.8	11.1*
CCn1cc(C(=O)OCC(=O)Nc2c(C)n(C)n(-c3ccccc3)c2=O)c(=O)c2ccc(C)nc21
 : 0.3	3.3	-13.5	-2.2	-15.6	8.9	0.5	-2.3
Cc1nc2ccccc2nc(C)c1=NO
 : -1.1	3.0	0.0	1.2	1.2	-5.0	-3.4	-0.9
CS(=O)(=O)C1=NSC2=NC(=O)/C(=C\c3cccn3-c3ccccc3Cl)C(=N)N21
 : 30.5	-3.4	-1.7	12.6	-52.9	-41.2	14.6	2.8
